Screening data: PubChem, National Center for Advancing Translational Sciences (NCATS)
GLP1R cytotox: cytotoxic in the GLP-1 receptor inverse agonist counter-screen | HEK293 cAMP-luciferase reporter cells, luminescence, 24 h | Potency, µM (top dose mostly 38.3 µM), for inactives: at the top dose activity change, negative = inhibition, hits mostly inhibitors | 410,000 compounds, 0.13% hits | AID 624418;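 note: loss of luciferase light is scored as toxicity; potency is the fitted concentration of half-maximal effect; % is set by controls: 0 for no effect and ±100 for the full control effect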
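Compound-treated cells are incubated 24 hr at 37 deg C under 5% CO2 after a 12 hour attachment period, then luciferase detection reagent is added and luminescence is measured following 12 min at room temperature; lowered signal indicates toxicity.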
FUS yeast rescue: rescues growth of FUS-expressing yeast; Potency, µM (doses to about 76.6 µM), inactives show at the top dose growth rescue (activation), hits mostly activators; 390,000 compounds, 0.24% hits; S. cerevisiae FUS-expressing, growth rescue, OD600, 24 h;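 note: potency is the fitted concentration of half-maximal effect; plate controls were DMSO vehicle for no effect and reference control for full effect; nearly all actives have a fitted effect of over 55% in size; some results filed as inactive show a strong effect at the top dose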
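Restored growth of FUS-toxic S. cerevisiae, read as 600 nm absorbance after 24 h at 30C in galactose medium (starting OD 0.005). Controls CP55940 and DMSO.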
PTHR1 agonist: agonists of human PTHR1 parathyroid hormone receptor; 410,000 compounds, 0.075% hits; HEK293 GP2 PTHR1 cells, GloSensor cAMP luminescence, 1 h; Q03431; AID 743266; Potency, µM (doses to about 115 µM), without a hit: at the highest dose activation, hits mostly activators; note: potency is the fitted concentration of half-maximal effect; nearly all actives have a fitted effect of over 55% in size; some results filed as inactive show a strong effect at the top dose; inactives centre near -15; many of its hits are not listed in these tables
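HEK-293-derived GP2 cells expressing PTHR1 and a GloSensor cAMP reporter, 3,000/well, plated overnight, given luciferin plus IBMX (each 0.5 mM as added) for 1 h at 37 °C, then compound for 1 h at 37 °C. Luminescence was read after 15 min at room temperature.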
TDP-43 yeast inh: rescues yeast growth from TDP-43 toxicity | Potency, µM (titrated, usually from 46.1 µM), for inactives: at the highest dose growth rescue (activation), actives largely listed as activators | TDP-43 expressing yeast growth rescue, BacTiter-Glo, 24 h | 410,000 compounds, 1.8% hits | AID 652104; note: potency is the fitted concentration of half-maximal effect; % of control where 0% means no effect; nearly all actives have a fitted effect of over 50% in size
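Yeast cells expressing TDP-43 under galactose induction are exposed to compounds for 24 hr at 30 deg C. BacTiter-Glo luminescence measures growth, so protective compounds score as activators.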
GLP1R inv ag: acts as inverse agonist at human GLP-1 receptor; HEK293 GLP-1R CRE-luciferase, luminescence, 24 h; GLP-1R form is constitutively active; Potency, µM (top dose mostly 38.3 µM), inactives show top-dose activity change, negative = inhibition, hits mostly inhibitors; 410,000 compounds, 1.6% hits; AID 624417; note: potency is the fitted concentration of half-maximal effect; % is set by controls: 0 for no effect and ±100 for the full control effect; nearly all actives have a fitted effect of over 55% in size
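Seeding at 200 cells/uL, 12 h culture, 24 hr compound treatment, then luciferase reagent and a luminescence read; cells are HEK293 stably expressing a constitutively active GLP-1R plus cAMP-responsive luciferase.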
aSyn yeast inh: inhibitors of alpha-synuclein toxicity in yeast | Yeast expressing alpha-synuclein, growth rescue, BacTiter-Glo, 24 h | Potency, µM (series often up to 46.1 µM), inactives show at the highest dose growth rescue (activation), actives largely listed as activators | 370,000 compounds, 0.14% hits | AID 652106; note: potency is the fitted concentration of half-maximal effect; % of control where 0% means no effect; nearly all actives have a fitted effect of over 65% in size
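Galactose-induced alpha-syn yeast (OD600=0.02, raffinose-pregrown) + pinned cpd, 24 hr, 30 deg C; growth by BacTiter-Glo luminescence. Growth restoration scores as activation.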
MmCpn inh: inhibitors of Methanococcus maripaludis chaperonin (MmCpn) | purified Mm-Cpn ATPase, ADP Transcreener TR-FRET | Potency, µM (titrated, usually from 76.9 µM), for the others: at the top dose activity, negative = inhibition, most hits filed as inhibitors | 330,000 compounds, 0.031% hits; note: potency is the fitted concentration of half-maximal effect; % is set by controls: 0 for no effect and ±100 for the full control effect; nearly all actives have a fitted effect of over 80% in size
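25 nM Mm-CPN + cpd, 10 min 37°C; + 10 uM ATP, 30 min 37°C; buffer 30 mM Tris pH 7.4, 100 mM KCl, 5 mM MgCl2, 1 mM DTT; Transcreener ADP HTRF detection 30 min RT.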
pAkt inh: Akt phosphorylation inhibition; Neuro2A IGF-stimulated pAkt S473 HTRF, 20 min; stronger effect = lower value; activity change, % for hits at 50 µM; 360,000 compounds, 0.32% hits; in the data active = activity change below about -80%; inconclusive = mostly about -51% to -80%; note: % is set by controls: 0 for no effect and ±100 for the full control effect
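Neuro2A cells (4,500/well, DMEM with 0.5% FBS) were treated with compound at a single 50 µM final concentration, stimulated with 6 nM IGF for 20 min at 37 °C, and lysed. Phospho-Akt Ser473 was read by HTRF as 665/615 ratio ×10^4.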
Abeta rescue: compounds reversing amyloid beta toxicity in yeast. 410,000 compounds, 0.063% hits. Potency, µM (doses to about 46.1 µM), for inactives: top-dose growth rescue, usual class: activators. yeast expressing A-beta42, growth rescue, OD600, 48 h; response scale: 0% DMSO, 100% iron-clioquinol control; note: potency is the fitted concentration of half-maximal effect; nearly all actives have a fitted effect of over 55% in size
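Yeast growth medium received pinned compounds, then yeast cells expressing toxic A-beta were added; plates incubated at 30 C for 48 hr. Growth read as absorbance at 600 nm, normalized to DMSO and equimolar FeCl3 plus clioquinol controls.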
An asterisk follows results filed as active; i = inactive; u = inconclusive; x = not tested or not shown; & = joins results of further samples; [ ] = another dose, or the depositor's remark. Unless noted, calls come from the whole dose curve; as a rule, active = well fitted curve in the direction sought with a large enough effect; inconclusive = small, poorly fitted or top-dose-only effect, or another doubt; inactive = no such curve, though single readings can be large; an effect the other way counts as inactive or inconclusive. Not all compounds are listed, so the mix of outcomes need not match the whole.

SMILES	GLP1R cytotox	FUS yeast rescue	PTHR1 agonist	TDP-43 yeast inh	GLP1R inv ag	aSyn yeast inh	MmCpn inh	pAkt inh	Abeta rescue
CCOC(=O)COc1ccc(Cl)cc1C1NC(=O)NC(C)=C1C(C)=O (stereo unspecified)	17%	10%	i	-24%	-1%	4%	3%	i	8%
O=C(NC(Cc1ccccc1)c1nc2ccccc2[nH]1)C1CC(=O)N(c2ccc3c(c2)OCCO3)C1 (stereo unspecified)	-20%	32%	i	3%	u	7%	0%	i	-15%
O=C(Nc1ccnn1C1CCN(Cc2ccccc2)CC1)C1CCOC1 (stereo unspecified)	1%	12%	-10%	20%	22%	-1%	0%	i	3%
CC(=O)N[C@@H](Cc1c[nH]c2ccccc12)C(=O)OCc1cc(C(F)(F)F)cc(C(F)(F)F)c1	-1%	u	-16%	u	u	2%&0%	2%	i	4%
O=C(NCc1ccc2c(c1)OCO2)C1CCN(S(=O)(=O)c2ccc(Br)s2)CC1	15%	-10%	i	-5%	u	6%	0%	i	-9%
COC(=O)C(C)C1Sc2ccccc2NC1=O (stereo unspecified)	-7%	24%	-4%[57.5 µM]	-2%	33%[activator]	10%	3%	i	0%
CCOC(=O)N1CCc2c(sc3nc(SC(C)C)n(N)c(=O)c23)C1	4%	39%	i	0%	u	9%	-1%	i	-10%
Cc1cc(C(=O)NNC(=O)CCC2CCCCC2)c(C)o1	5%	-38%	i	16%	-16%	2%	2%	i	13%
Cc1ccc(/C=C2\Oc3c(ccc(O)c3CN3CCN(CCO)CC3)C2=O)cc1	385%[activator]	7%	7%	-1%	6%	4%	-6%	i	0%
COc1ccccc1C(=O)Nc1ccc(C(=O)OCc2cc(=O)n3ccsc3n2)cc1	-7%	-13%	i	7%	-13%	x	x	x	-11%
CC[C@@H](C(=O)n1nc(C)cc1C)[C@H](NS(=O)(=O)c1ccc(C)cc1)c1ccccc1	3%	-2%	i	8%	11%	-11%	1%	i	4%
COc1cccc2sc(Nc3nnc(-c4ccccc4Cl)o3)nc12	u	-7%	-3%	20%	u	-3%	-2%	i	11%
NC(=O)c1ccc(NC(=O)C2CCN(S(=O)(=O)Cc3ccccc3)CC2)cc1	-3%	0%	-31%	13%	4%	x	x	x	-10%
COC(=O)c1ccc(OCC2c3cc(OC)c(OC)cc3CCN2C(=O)c2ccc(OC)cc2)cc1 (stereo unspecified)	-21%	u	i	35µM*	23%	12%	x	x	-10%
Cc1c(CCC(=O)NCc2ccc(F)cc2)c(=O)oc2cc(O)ccc12	76%[activator]	-1%	-45%[inhibitor]	13%	-7%	x	x	x	-3%
Cc1ccc(C(=O)OCN2C(=O)c3ccccc3C2=O)o1	16%	4%	i	7%	38%[activator]	1%	2%	i	-2%
Cc1ccc(C(=O)COC(=O)CCC(=O)Nc2ccc(Oc3ccccc3)cc2)cc1C	2%	3%	i	u	16%	x	x	x	-5%
O=S(=O)(c1cccc(-c2n[nH]c(=S)n2-c2ccccc2Cl)c1)N1CCOCC1	1%	26%	i	0%	-20%	-3%	-2%	i	-5%
O=S(=O)(c1ccccc1C(F)(F)F)N1CCOCC1	5%	-18%	-8%[57.5 µM]	29%	17%	-1%	1%	i	12%
COc1ccc(NC(=O)Nc2cccc3c2O[C@H](CN(C)S(=O)(=O)c2ccc(F)cc2)[C@@H](C)CN([C@H](C)CO)C3=O)cc1	-22%	40%	i	6%	2%	3%	-1%	i	6%
Cc1cc(C)n(CCNC(=O)[C@H]2O[C@@H](n3ccc(N)nc3=O)[C@H](O)[C@@H]2O)n1	0%	-36%	-23%	21%	8%	-7%	x	i	-17%
Cc1ccc(S(=O)(=O)N2CCCCC2)cc1NC(=O)CSc1nc(N)cc(=O)[nH]1	8%	12%	i	8%	8%	-5%	-2%	i	-8%
COc1ccc(/C=N/NC(=O)Cn2nc([N+](=O)[O-])cc2C)c(OC)c1OC	16%	0%	-3%	-1%	11%	-7%	0%	i	6%
Cc1ccccc1CNc1nc(N)n(-c2ccccc2)n1	-5%	-7%	i	16%	7%	4%	0%	i	8%
O=C(O)c1c2c(nc3ccc(S(=O)(=O)N4CCC(C(=O)N5CCCCC5)CC4)cc13)CCCC2	-11%	-1%	-13%	14%	16%	-13%	0%	i	-7%
O=C(CN1C(=O)/C(=C\c2cccc(Br)c2)Oc2ccccc21)NCC1CCCO1 (stereo unspecified)	11%	-15%	i	-6%	19%	-3%	2%	x	-11%
Cc1ccccc1NC(=O)COc1ccc(Br)cc1CNCCCO	1%	-20%	i	4%	u	-2%	-1%	i	-9%
CCOC(=O)Nc1sc(NS(=O)(=O)c2ccc(C)cc2)nc1C	7%	32%	-14%[57.5 µM]	-18%	0%	-6%	1%	x	6%
CC(NC(=O)C(C)N1c2cccc3cccc(c23)S1(=O)=O)c1ccccc1 (stereo unspecified)	12%	6%	-27%	-13%	u	-1%	-16%	i	7%
CSc1cccc(CN2CCN(Cc3ccc(F)c(F)c3)C(CCO)C2)c1 (stereo unspecified)	11%	7%	-13%	-5%	u	8%	1%	i	5%
O=C(NCc1ccco1)c1ccc(Br)s1	3%	-2%	i	-17%	-7%	-5%	1%	i	-3%
CCC(Sc1ncc(S(=O)(=O)c2ccc(Cl)cc2)c(=O)[nH]1)C(=O)Nc1ccc(OC)cc1 (stereo unspecified)	-5%	-4%	-1%	6%	8%	-5%	x	x	-5%
C[C@H](CO)N1C[C@H](C)[C@H](CN(C)C(=O)Nc2cccc(Oc3ccccn3)c2)OCc2cnnn2CCCC1=O	-7%	6%	-19%	6%	12%	-3%	x	i	0%
CCC1CCCCN1C(=O)C1CC(c2cc(Cl)c(OC)cc2OC)=NO1 (stereo unspecified)	2%	10%	u	u	10%	15%	2%	i	-18%
CN(C)c1ccc(C(CNS(=O)(=O)c2ccc(Cl)cc2)N2CCCC2)cc1 (stereo unspecified)	21%	-19%	u	-7%	12%	x	x	x	-18%
Cc1c(CN(C)C(=O)C2CCC(=O)N(Cc3ccccc3F)C2)[nH]c2ccccc12 (stereo unspecified)	4%	0%	-24%	-2%	3%	0%	x	i	1%
CCCNC(=O)c1c(NC(=O)c2ccc(C)cc2)sc2c1CCCCC2	-3%	-9%	i	u	0%	x	x	x	2%
O=C(NC1CCCC1)C(c1ccncc1)N(C(=O)c1csnn1)C1CCCC1 (stereo unspecified)	-9%	0%	4%	-17%	16%	-2%	-1%	i	-2%
CCN(CC(=O)Nc1ccccc1C(F)(F)F)C(=O)C1CSC2(C)CCC(=O)N12 (stereo unspecified)	-10%	-11%	i	-5%	11µM*	-8%	3%	i	2%
COc1cc(Cn2nnc3ccccc32)ccc1O	1%	-12%	-11%	18%	1%	-5%	-1%	i	2%
Cc1ccc(N2C(N)=NC(N)=NC2(C)C)c(C)c1	-13%	-19%	-21%[57.5 µM]	0%	11%	-5%	-2%	i	6%
COc1cc(/C=N/N2CCN(c3ccccc3)CC2)cc(OC)c1OC(C)=O	0%	-14%	u	-20%	-10%	-8%	0%	i	16%
S=C(Nc1ccc(Cl)cc1Cl)N1CCOCC1	18%	-6%	-18%	23%	-3%	-6%	1%	i	4%
O=C(NCc1cccs1)C(NS(=O)(=O)c1cccc2nsnc12)c1ccccc1 (stereo unspecified)	-4%	12%	-22%	-11%	-16%	1%	-1%	i	6%
CC(=O)Nc1c(Nc2ccccc2)c2ccccc2oc1=O	-2%	9%	-1%	-7%	-15%	3%	-2%	i	-4%
COc1ccc2cc(/C=N/NC(=O)c3ccc(CN(c4ccc(C)c(C)c4)S(C)(=O)=O)cc3)c(Cl)nc2c1	0%	x	i	22%	u	7%	u	i	11%
Cc1cnc(CN(C)C(=O)C2CCC(=O)N(CCc3ccccc3)C2)[nH]1 (stereo unspecified)	-2%	0%	2%	13%	17%	5%	0%	i	6%
COCC(=O)Nc1ccccc1-c1ccccc1	-11%	-28%	i	22%	u	1%	-1%	i	4%
Cc1ccc(C(=O)COC(=O)C(C)N2C(=O)C3C4CCC(C4)C3C2=O)cc1 (stereo unspecified)	-21%	9%	-24%	-1%	-3%	1%	1%	i	-4%
CN(C)CCCN1c2ccccc2Sc2ccc(C(F)(F)F)cc21	u	3%	-15%	15%	u	5%&11%&-2%	-1%[15.4 µM]	i	9%
Cc1ccc(OCCSCc2nc3ccccc3[nH]2)cc1	-6%	-3%	-10%[57.5 µM]	0%	u	1%	1%	-98%*	17%
Cc1ccc(CN2CCN(CC(=O)NCc3ccc(Cl)cc3)C2=O)cc1	-20%	33%	-21%[57.5 µM]	2%	u	7%	1%	i	17%
O=C(CCCN1C(=O)NC2(CCCC2)C1=O)Nc1cccc(S(=O)(=O)N2CCOCC2)c1	1%	2%	17%	-9%	1%	-1%	1%	i	1%

One compound at a time, as listed above:
Shown for Cc1cc(C)n(CCNC(=O)[C@H]2O[C@@H](n3ccc(N)nc3=O)[C@H](O)[C@@H]2O)n1 → GLP1R cytotox: 0%; FUS yeast rescue: -36%; PTHR1 agonist: -23%; TDP-43 yeast inh: 21%; GLP1R inv ag: 8%; aSyn yeast inh: -7%; MmCpn inh: x; pAkt inh: i; Abeta rescue: -17%
Shown for Cc1cc(C(=O)NNC(=O)CCC2CCCCC2)c(C)o1 → GLP1R cytotox: 5%; FUS yeast rescue: -38%; PTHR1 agonist: i; TDP-43 yeast inh: 16%; GLP1R inv ag: -16%; aSyn yeast inh: 2%; MmCpn inh: 2%; pAkt inh: i; Abeta rescue: 13%
